Wee1 stabilizer = Wee1 degradation inhibitors, primary screen, cell-based, HeLa, Wee1K328M-luciferase, luminescence; Wee1-like protein kinase (Homo sapiens), P30291; HeLa Luc-Wee1K328M stability; 100% = proteasome inhibitor MG132 effect; reporter increase, % at 5 µM; hit rate 1.2% among 220,000;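 active = activation above the mean of all tested compounds plus 3 SD, set per screening run, cut at about 8.8% in these data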;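 note: cells exposed to compound for 20 h before luminescence read; 0% = DMSO alone and 100% = MG132 at 30 µM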
Rad51 HR inh = human RAD51 strand exchange inhibitors, primary screen, biochemical, fluorescence; hRad51 DNA strand exchange, fluorescence dequenching; inhibition, % at 10 µM; hit rate 0.085% among 200,000; AID 1385, 2008;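 active = inhibition above 40% at the single screening dose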;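 note: 0% = DMSO control wells and 100% = blanks with heterologous ssDNA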
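material = hRad51 filaments on single-stranded DNA | timing = filaments 15 min 37 °C, then compound 30 min | signal = FRET fluorescence dequenching, excitation 485 nm, emission 520 nm | benchmarks = control wells and blank wells on each plate | evaluation = percent inhibition relative to plate controls and blanks | compound = 10 µM final, single point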
p97 inhibitor = inhibitors of human p97 ATPase, primary screen, biochemical. hit rate 0.42% among 220,000. Transitional endoplasmic reticulum ATPase (Homo sapiens), P55072. recombinant p97 ATPase, Kinase-Glo ATP luminescence, 3 h. inhibition, % at 8 µM; in the data active = inhibition above about 15%;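 note: 0% = DMSO vehicle and 100% = wells lacking enzyme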
Target sequence (P55072 whole entry, looked up): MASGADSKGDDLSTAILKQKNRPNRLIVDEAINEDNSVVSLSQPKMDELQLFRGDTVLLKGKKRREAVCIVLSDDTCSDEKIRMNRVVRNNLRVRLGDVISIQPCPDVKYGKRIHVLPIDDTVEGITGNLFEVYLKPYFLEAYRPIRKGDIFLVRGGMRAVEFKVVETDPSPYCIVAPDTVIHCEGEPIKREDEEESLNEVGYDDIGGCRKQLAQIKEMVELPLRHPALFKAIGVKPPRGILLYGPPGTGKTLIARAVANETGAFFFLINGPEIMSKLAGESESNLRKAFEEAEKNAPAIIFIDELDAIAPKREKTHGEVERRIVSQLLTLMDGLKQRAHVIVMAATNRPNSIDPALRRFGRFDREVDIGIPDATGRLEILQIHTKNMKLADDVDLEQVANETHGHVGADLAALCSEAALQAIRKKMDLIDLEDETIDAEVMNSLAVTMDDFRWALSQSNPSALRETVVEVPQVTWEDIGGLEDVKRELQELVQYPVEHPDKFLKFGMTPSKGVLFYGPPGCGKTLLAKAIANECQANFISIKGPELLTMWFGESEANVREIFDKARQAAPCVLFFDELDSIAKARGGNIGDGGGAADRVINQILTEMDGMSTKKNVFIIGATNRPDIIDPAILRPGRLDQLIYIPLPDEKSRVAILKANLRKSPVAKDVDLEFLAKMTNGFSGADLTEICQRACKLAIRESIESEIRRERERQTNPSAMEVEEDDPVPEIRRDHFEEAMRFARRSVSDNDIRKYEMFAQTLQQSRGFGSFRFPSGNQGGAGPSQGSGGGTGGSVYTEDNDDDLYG
hK5 inh = human KLK5 protease inhibitors, primary screen, biochemical, 1536-well | AID 873, 2007 | inhibition, % at 5 µM | recombinant hK5, fluorogenic AMC substrate cleavage | hit rate 0.59% among 210,000;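 active = inhibition of 40% or more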;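 note: 0% = enzyme controls without compound and 100% = no-enzyme blanks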
14-3-3 Bad inh = inhibitors of 14-3-3 zeta/Bad binding, primary screen, biochemical, TR-FRET, bovine 14-3-3 zeta; 14-3-3 protein zeta/delta (Bos taurus), P63103; TR-FRET 14-3-3zeta/Dy647-pBad peptide displacement, 1 h; inhibition, % at 21.7 µM; hit rate 0.71% among 220,000; AID 781, 2007;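 active = inhibition above about 70%, limit read from the data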;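 note: 0% = full 14-3-3 plus peptide FRET controls and 100% = background without 14-3-3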
MDM2 E3 inh = MDM2-luciferase reporter signal enhancers, primary screen, MDM2 E3 ligase inhibitor project, cell-based, luminescence, 1536-well; signal enhancement, % at 5 µM; E3 ubiquitin-protein ligase Mdm2 (Homo sapiens), Q00987; cell-based MDM2 ubiquitination luciferase reporter, 2 h; 0 = plate control, 100 = twice control, blank-subtracted; hit rate 0.11% among 210,000;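 active = signal enhancement of 30% or more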;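 note: luminescence tracks abundance of the self-degrading MDM2-luciferase fusion protein; higher signal means inhibition of MDM2 E3 ligase activity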
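Test system: stable mammalian line carrying autodegrading MDM2–luciferase fusion reporter; quantity: 2000 cells in each well; times: 4 h cell settling then 2 h compound exposure, 37 °C; detection: luminescence with SteadyLite reagent, 15 min at room temperature; evaluation: percent signal gain over controls, blank-subtracted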
eIF4E-4G inh = eIF4E–eIF4G protein interaction inhibitors, primary screen, biochemical, uHTS, TR-FRET, eIF4GI fragment; TR-FRET eIF4E-eIF4GI(517-606) binding, 2 h; hit rate 0.37% among 220,000; inhibition, % at 21.7 µM;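 active = inhibition above about 30%, limit read from the data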;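 note: 0% = full FRET control wells and 100% = background wells lacking eIF4GI fragment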
FXIIa inh 1536 = human FXIIa protease inhibitors, primary screen, biochemical, 1536-well. Coagulation factor XII (Homo sapiens), P00748. inhibition, % at 5 µM. purified FXIIa, Boc-QGR-AMC fluorogenic substrate, 2 h. hit rate 0.3% among 220,000; in the data active = inhibition above about 40%;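 note: 0% = enzyme with no compound and 100% = blank without enzyme; many of its hits are not listed in these tables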
FXIa inh 1536 = human FXIa protease inhibitors, primary screen, biochemical, 1536-well | Coagulation factor XI (Homo sapiens), P03951 | purified FXIa, Boc-Glu-Ala-Arg-AMC fluorogenic substrate | inhibition, % at 5 µM | hit rate 0.14% among 220,000 | AID 798, 2007;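 active = inhibition of at least 40%; inactive = inhibition below 40%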;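 note: fluorescence of freed AMC excited at 355 nm; 0% = enzyme without compound and 100% = no enzyme blank; many of its hits are not listed in these tables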
The depositor's hits bear a star; . = no result given; [ ] = dose if it differs, or a comment. Hits appear at their usual frequency. About 3.5% of those tested had a hit in this group.

Wee1 stabilizer,p97 inhibitor,14-3-3 Bad inh,MDM2 E3 inh,mol,FXIIa inh 1536,eIF4E-4G inh,hK5 inh,FXIa inh 1536,Rad51 HR inh
-2.3,6.7,-13.0,4.8,CCn1c(-c2ccccc2)c(C(=O)CC#N)c2ccccc21,5.9,-1.6,1.1,-1.3,-4.3
0.6,2.3,-10.7,-17.4,O=C(Nc1ccc2c(c1)OCO2)C1CCCN(c2nc3ccccc3s2)C1 (stereo not drawn),38.8,0.7,16.3,11.7,7.2
0.2,-1.3,-2.2,-14.1,CCCCN(C)Cc1cc(=O)oc2cc3c(cc12)CCCC3,5.5,2.0,-5.6,3.3,8.9
1.6,4.9,4.3,8.4,O=C(CN1CCN(Cc2ccccc2)CC1)N=Nc1c(O)[nH]c2ccccc12,13.3,-4.6,2.1,8.1,-7.8
0.5,3.5,-1.8,-11.9,COc1ccc(/C=C\C(=O)c2c(O)ccc3c(C)cc(=O)oc23)cc1OC,-2.4,7.1,-13.7,0.7,15.9
0.3,1.0,-7.4,0.1,CCOC(=O)c1ccccc1-c1cn2cc(Cl)ccc2n1,1.7,-0.2,-4.2,-4.1,2.3
-2.1,2.5,5.4,-2.7,O=C(CCN1C(=O)COc2ccccc21)NCc1ccco1,12.8,-1.0,1.1,0.0,2.9
-3.0,8.2,-12.6,-15.5,COC(=O)C1=C(C)N(C)C(=O)NC1c1ccc([N+](=O)[O-])o1 (stereo not drawn),8.4,1.5,0.6,12.7,17.4
-1.3,8.6,7.3,-10.4,O=[N+]([O-])c1ccccc1CNc1ccc(F)c(Cl)c1,13.9,-2.4[fluorescence artefact?],-11.8,7.3,-27.7
2.1,-0.2,-14.8,-10.2,CN(C)c1ccc(/C=N/NC(=O)CNC(=O)c2ccc3c(c2)OCCO3)cc1,10.2,4.0,-0.4,-3.5,21.0
7.8,1.7,-11.1,-3.1,Cc1cc(C(=O)CSc2ccc(Cl)cc2)cc(C)c1OC(=S)N(C)C,8.7,7.9,-1.4,1.6,7.5
-1.3,4.2,-10.8,-12.8,Cc1cc(C)n2nc(SCn3nnc4ccccc4c3=O)nc2n1,12.1,-8.8,-15.6,1.7,-7.7
5.0,-1.9,-10.6,7.1,Cn1ccnc1SCC(=O)Nc1cccc(S(=O)(=O)N2CCCCCC2)c1,8.3,1.1,0.4,-0.8,7.0
6.0,2.0,23.6,-12.8,CCCC(=O)NNC(=O)Nc1ccccc1,7.5,1.6,-18.5,-2.0,-5.8
-2.4,0.9,-15.4,-3.2,O=C(Nc1ccc(Cl)cn1)c1ccccc1[N+](=O)[O-],10.1,-3.4,14.7,5.3,23.1
1.4,10.2,4.5[fluorescence artefact?],-15.6,CCC1(C)C(Nc2c(C)cccc2C)=NC(=S)N1c1ccc(NC(C)=O)cc1 (stereo not drawn),4.8,-0.8[fluorescence artefact?],-5.0,5.6,3.5
0.8,-0.2,-3.2,-9.7,Cc1ccc(N(C(C)C(=O)Nc2c(C)n(C)n(-c3ccccc3)c2=O)S(C)(=O)=O)cc1C (stereo not drawn),6.2,0.3,-6.9,-0.5,6.9
-1.9,6.1,0.8,-13.1,COc1cccc(-c2nnc(SCC(=O)OC(C)C)n2N)c1,7.6,-10.7,-3.3,7.1,-0.4
3.8,-0.1,28.3,8.6,CCC(c1nnnn1CCOC)N1CCN(Cc2ccccc2)CC1 (stereo not drawn),10.6,-1.5,2.5,4.0,.
2.8,0.7,-7.7[fluorescence artefact?],3.2,Cc1ccc(S(=O)(=O)N2CCCN(S(=O)(=O)c3ccc(C(F)(F)F)cc3)CC2)cc1,13.8,-0.4,-5.2,6.2,2.5
-0.6,1.3,3.0[fluorescence artefact?],-8.1,O=C(O)c1cccc(Oc2ccc([N+](=O)[O-])cc2)c1,13.2,-0.4,-10.8,0.1,2.0
5.1,1.7,-2.2,-17.4,CCN(C(=O)CSc1nc2cc(Cl)ccc2c(=O)n1Cc1ccco1)C1CCS(=O)(=O)C1 (stereo not drawn),8.8,1.5,2.2,10.9,12.0
0.3,3.7,-13.1[fluorescence artefact?],-3.1,CCOC(=O)C(=O)Nc1cccc(C(=O)OCC)c1,16.2,1.8,-19.3,4.7,-8.0
0.7,-1.0,84.5*,-13.2,O=C(c1cccc(Cl)c1)N1CCN(Cc2ccccc2F)CC1,3.2,3.9,93.8*,-3.1,-0.9
-1.6,2.5,-0.8[fluorescence artefact?],-2.6,O=C1CC(c2ccccc2)SC(N(c2ccccc2)c2ccccc2)=N1 (stereo not drawn),10.7,-4.3,0.4,8.7,-6.6
-0.3,2.3,-12.1,-9.6,CCc1ccc2[nH]c(=O)c(CN(CCCN3CCOCC3)C(=O)Nc3ccccc3)cc2c1,18.2,13.6[fluorescence artefact?],11.9,3.7,-8.3
0.3,5.2,-11.3,5.2,CCn1cc(CN2CCc3c([nH]c4ccccc34)C2c2ccc(F)c(OC)c2)c(C)n1 (stereo not drawn),1.9,6.2,-3.3,-4.3,12.2
2.6,1.4,8.1,-16.3,O=C(CCC(=O)OCC(=O)c1ccc(C(F)(F)F)cc1)OCC(=O)c1ccc(C(F)(F)F)cc1,3.3,4.8,1.4,-0.1,15.8
-0.1,0.9,11.5,-5.7,FC(F)(F)c1cccc(Cn2nnnc2-c2ccc(Cl)cc2)c1,14.8,6.9,-25.3,3.7,-5.1
1.7,5.2,-13.2,-14.5,COc1ccc(NS(=O)(=O)c2cccc(C(=O)OCC(=O)Nc3cc(C)on3)c2)cc1,6.6,10.3,-21.9,-7.4,11.8
-1.8,-10.2,44.0[fluorescence artefact?],-11.4,COc1ccc(N2CCN(C(=O)CSc3ccccc3)CC2)cc1,2.4,-0.9[fluorescence artefact?],-16.6,-8.1,3.8
-2.4,2.2,-4.6,-23.8,CC1(C)OC(=O)C(=NNc2ccc(Cl)cc2)C(=O)O1,17.1,9.7,3.7,4.8,8.6
0.9,2.1,-6.5,-23.4,CCn1c(Cc2ccccc2)nnc1SCC(=O)NC1CCCC1,8.1,2.6,-22.6,-6.0,8.5
0.2,4.1,5.4,-14.9,CCc1nnc(NC(=O)CSc2nc3ccccc3s2)s1,1.6,2.0,-12.4,-7.2,-5.5
-1.9,-0.7,-8.3,-9.8,COc1ccc(OC)c(NC(=O)CSc2nc(N)c(-c3ccccc3)c(=O)[nH]2)c1,21.6,-0.6,16.9,8.5,8.6
-2.3,2.5,-8.0[fluorescence artefact?],-11.5,CCOC(=O)CSc1nnc(Cc2ccc(OC)cc2)n1-c1ccccc1,7.1,-4.0,3.0,-0.4,-4.8
-2.0,11.6,2.1,-3.7,NS(=O)(=O)c1ccc(-c2ccc(/C=C3\SC(=S)N(C4CCS(=O)(=O)C4)C3=O)o2)cc1 (stereo not drawn),12.3,-7.3,6.0,5.2,-119.9
-0.2,1.2,-2.5,-10.7,Cc1ccc2[nH]c(=O)c(CN(CC3CCCO3)S(=O)(=O)c3cccc4nsnc34)cc2c1 (stereo not drawn),17.5,4.7,-0.2,2.3,-5.3
1.2,2.3,-2.0,-3.2,C=CCn1c(Cc2cccs2)nnc1SCC(=O)Nc1ccc(OC)c(OC)c1,19.6,-1.1,-6.8,-0.7,3.1
.,.,5.0,-7.5,COc1cc2cc(Oc3ccc4ccc(=O)oc4c3)c(=O)oc2cc1OC(=O)C=C(C)C,10.2,0.2,4.3,4.9,.
-0.3,-1.3,-10.9,-16.6,C=CCNc1c2c(nc3ncnn13)CC(C)CC2 (stereo not drawn),3.6,-1.6,-0.6,-1.4,5.6
-1.5,3.8,-1.3,-8.3,COC(=O)/C=C1\SC(=NC(=O)c2ccc(C)cc2)NC1=O,10.7,-3.9,3.6,1.6,.
-0.6,-0.8,-3.0,-7.1,CC(C)Nc1nc(-c2ccccc2)nnc1-c1ccccc1,-2.6,-0.7,-19.0,-6.2,7.7
0.6,0.2,-12.2,-2.5,CCN1CCN(CCNC(=O)Nc2ccc([N+](=O)[O-])cc2)CC1,1.6,5.6,-0.1,-2.7,5.1
-0.8,7.0,3.9[fluorescence artefact?],-9.0,O=C(C1=C[C@@H]2[C@H]3C(=O)N(c4ccccc4)C(=O)[C@H]3[C@@H](C(=O)c3ccc(Cl)cc3)N2C=C1)c1ccccc1,11.3,2.2[fluorescence artefact?],-8.8,6.6,-16.8
3.4,-3.2,-2.3[fluorescence artefact?],-16.4,O=C(COC(=O)c1cccs1)c1ccccc1,13.4,-5.9,-3.8,2.3,-12.7
6.4,-4.3,-7.7,-9.1,COc1ccc(Cl)cc1NC(=S)N1CCCC1,2.4,-0.4,-17.7,2.3,-11.4
-2.0,0.5,-3.0,-10.8,COc1ccc(CCNC(=O)c2ccc(CS(=O)(=O)c3ccc(Cl)cc3)o2)cc1OC,17.4,-9.9,-15.4,4.3,4.2
2.3,-5.0,2.1,-2.6,COc1ccc(NC(=S)N2CCN(C/C=C/c3ccccc3)CC2)cc1,2.2,-2.9,-9.6,-7.2,3.2
-1.5,2.8,12.8[fluorescence artefact?],5.3,Cc1ccc2c(c1)C1CN(C)CCC1N2CC(=O)N(C)c1ccccc1 (stereo not drawn),8.0,-3.5,-19.7,0.6,-2.0
-0.6,9.0,34.2,4.0,Cc1[nH]c2ccccc2c1SCC(=O)N1CCCCC1,3.7,0.8,-2.2,-1.8,-5.0
